Screens (PubChem BioAssay)
EP2 antag: inhibitors of human EP2 prostaglandin E2 receptor. P43116. C6 glioma cells expressing human EP2, cAMP TR-FRET; cells stimulated with saturating PGE2. inhibition, % at 25 µM. actives 0.52% (n = 260,000). AID 1422;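 active means percent inhibition above 40 after rounding to a whole number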;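 further: rat C6 glioma host cells with rolipram phosphodiesterase inhibitor present; the protocol text gives 20 µM as final concentration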
Target sequence (P43116 whole entry, looked up): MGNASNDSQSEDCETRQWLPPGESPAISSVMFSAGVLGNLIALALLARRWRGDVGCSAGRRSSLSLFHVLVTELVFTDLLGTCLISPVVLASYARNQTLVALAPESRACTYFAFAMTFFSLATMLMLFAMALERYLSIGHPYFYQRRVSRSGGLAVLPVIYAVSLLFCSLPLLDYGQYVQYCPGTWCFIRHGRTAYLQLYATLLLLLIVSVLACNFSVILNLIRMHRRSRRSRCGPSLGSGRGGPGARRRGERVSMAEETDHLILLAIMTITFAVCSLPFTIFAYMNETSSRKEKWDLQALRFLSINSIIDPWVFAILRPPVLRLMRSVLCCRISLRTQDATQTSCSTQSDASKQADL
Runt-SMMHC FRET: Runt domain-CBFb-SMMHC interaction inhibition; Cerulean-Runt/Venus-CBFb-SMMHC FRET ratio 530/480, 1 h; AID 1434; Q01196+Q13951; actives 0.74% (n = 220,000); inhibition, % at 20 µM;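 active means mean inhibition across duplicate retests at 20 µM reaching about 50%, limit read from the data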;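 further: 0% = DMSO wells and 100% = wells with excess untagged CBFb-SMMHC; inhibitors lower the FRET ratio by blocking Runt binding to CBFb-SMMHC; some results filed as inactive read as strong as hits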
Hck Nef HTS: inhibitors of human Hck kinase activated by Nef; P08631; Recombinant Hck-YEEI plus Nef, Z-Lyte FRET kinase assay; inhibition, % at 20 µM; actives 0.68% (n = 220,000); AID 463187;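 active means Hck-Nef kinase inhibition above about 50%, limit read from the data; inactive means inhibition below that limit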;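 further: 0% = DMSO with Hck plus Nef and 100% = Hck alone without Nef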
Target sequence (P08631 whole entry, looked up): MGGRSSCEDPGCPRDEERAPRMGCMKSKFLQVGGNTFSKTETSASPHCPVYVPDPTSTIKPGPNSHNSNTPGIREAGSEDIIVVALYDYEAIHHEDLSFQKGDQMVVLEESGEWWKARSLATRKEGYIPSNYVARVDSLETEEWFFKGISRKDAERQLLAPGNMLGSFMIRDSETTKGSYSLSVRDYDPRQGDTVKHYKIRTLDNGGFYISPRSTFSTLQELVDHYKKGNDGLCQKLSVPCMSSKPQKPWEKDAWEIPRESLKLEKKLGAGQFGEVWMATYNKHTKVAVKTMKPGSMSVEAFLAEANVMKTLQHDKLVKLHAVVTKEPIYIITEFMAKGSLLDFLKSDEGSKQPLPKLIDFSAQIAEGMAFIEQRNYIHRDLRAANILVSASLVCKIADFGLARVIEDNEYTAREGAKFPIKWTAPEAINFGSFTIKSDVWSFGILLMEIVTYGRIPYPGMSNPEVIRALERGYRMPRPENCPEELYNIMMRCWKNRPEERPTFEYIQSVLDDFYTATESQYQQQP
Runt-CBFb FRET: blocks binding of human RUNX1 Runt domain to CBFb. Q01196+Q13951. Cerulean-Runt/Venus-CBFb FRET ratio 530/480, 1 h. inhibition, % at 20 µM. actives 0.46% (n = 220,000). AID 1496;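 active means inhibition over about 50% at 20 µM in the single-dose screen, limit read from the data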;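 further: 0% = DMSO wells and 100% = excess unlabeled CBFb competitor control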
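Measured by: fluorescence energy transfer, 422 nm excitation, 530/480 nm emission; test system: Cerulean-tagged RUNX1 Runt domain (FRET donor) fusion protein; buffer or medium: Tris pH 7.5 buffer with BSA; compound: one dose, 20 µM compound, 1% DMSO; times: two 1 h room-temperature incubations shielded from light; benchmarks: unlabeled CBFb 5 µM, positive control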
RBBP9 inh: inhibitors of human serine hydrolase RBBP9. actives 0.2% (n = 220,000). recombinant RBBP9, FP-Rh probe fluorescence polarization. inhibition, % at 7.94 µM. AID 1515;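 active means inhibition above the campaign mean of all tested compounds plus 3 SD, cut at about 14% in these data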;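 further: plate controls were DMSO wells with RBBP9 for no effect and wells lacking RBBP9 protein for full effect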
Target sequence (O75884 whole entry, looked up): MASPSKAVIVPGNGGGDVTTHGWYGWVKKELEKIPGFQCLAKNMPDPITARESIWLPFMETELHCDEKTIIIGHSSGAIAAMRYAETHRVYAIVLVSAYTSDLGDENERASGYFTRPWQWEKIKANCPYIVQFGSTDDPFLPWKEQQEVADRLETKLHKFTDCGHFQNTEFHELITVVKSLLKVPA
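Test system: recombinant human RBBP9. Quantity: 2.5 µM RBBP9 dispensing solution, before mixing. Detection: FP readout at 525/598 nm. Reagent: Serine-hydrolase probe FP-Rh, 375 nM pre-mixing. Measure: % inhibition. Control set: DMSO-treated enzyme wells and wells lacking RBBP9. Buffer or medium: Tris-NaCl-Pluronic buffer, pH 8.0. Times: preincubation 30 min plus labeling 45 min at 25 °C.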
EP2 modulator: EP2 receptor (human) modulation | EP2-expressing cells, cAMP HTRF FRET, PGE2 co-stimulation | induction, % at 25 µM | AID 940 | actives 0.83% (n = 260,000);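 active means compounds whose cAMP rise, as percent of the full-agonist control response, exceeds 60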;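 further: rat C6 glioma line stably carrying human EP2 under a CMV promoter; the protocol text gives 20 µM as final concentration; 100% = response of wells given 1 µM PGE2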
TNF death inh: inhibitors of TNF-alpha induced necroptosis in Jurkat FADD-/- cells. Jurkat FADD-/- TNF necroptosis rescue, ATP luminescence, 24 h; 0 = TNF only, 100 = no-TNF cells. activation (protection from cell death), % at 10 µM. actives 0.068% (n = 220,000);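 active means activation, meaning protection from cell death, of at least 50% relative to plate controls; inactive means activation below 50%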;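 further: necroptosis triggered by 40 ng/mL TNF-alpha added together with compound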
zVAD death inh: L929 zVAD cell death inhibition; viability rescue, % at 10 µM; actives 0.38% (n = 220,000); L929 zVAD necroptosis rescue, ATP luminescence, 24 h; with zVAD 60 µM; AID 1377;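 active means activation, scaled between plate controls, above about 75%, limit read from the data; inactive means activation under that limit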;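 further: 0% = zVAD with DMSO and 100% = DMSO alone without zVAD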
PERK inh: blocks human PERK kinase; actives 0.17% (n = 220,000); inhibition, % at 5.6 µM; AID 1416; Q9NZJ5; CHO PERK-DD fusion, SEAP luminescence translation reporter;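 active means inhibition above the mean inhibition of all tested compounds plus 3 SD, set separately per screening campaign, cut at about 2.9% in these data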;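 further: PERK kinase domain activated by AP20187 dimerizer at 100 nM; 0% = DMSO with dimerizer and 100% = rapamycin at 8.4 µM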
* marks the source's active call; other numbers are inactive results; . = no result given. Some of the compounds tested (hit frequency here may not be typical).

SMILES	EP2 antag	Runt-SMMHC FRET	Hck Nef HTS	Runt-CBFb FRET	RBBP9 inh	EP2 modulator	TNF death inh	zVAD death inh	PERK inh
Cn1nc([N+](=O)[O-])nc1Oc1ccc2ccccc2c1	7.3	0.7	-1.9	0.5	-3.2	-28.9	0.5	0.0	0.7
C=CCn1c(-c2cccs2)nc2nc3ccccc3nc21	11.6	126.1*	71.9*	55.3*	-2.5	35.9	-4.6	0.2	-0.3
CC(=O)CC1(O)C(=O)Nc2ccccc21 (stereo unspecified)	5.5	-6.0	7.3	2.0	4.4	-5.3	1.9	1.7	-0.1
COc1ccc(/C=C\c2onc(C)c2S(=O)(=O)N2CCC(C(=O)NCCC(C)C)CC2)cc1	8.0	3.6	1.6	7.9	5.3	9.7	1.0	0.6	1.8
CCOc1ncccc1C(=O)OCC(=O)Nc1cccc(S(N)(=O)=O)c1	1.7	1.0	23.3	-1.3	-6.8	8.9	0.4	0.9	0.5
O=C(CNC(=O)c1ccccc1)Nc1cccc(C(F)(F)F)c1	3.6	1.9	2.4	1.1	-8.5	-2.5	2.0	1.8	0.9
COc1ccc(CCC(=O)NC(C)C)cc1	4.7	2.2	2.5	-0.8	-1.0	3.9	0.7	-0.3	1.2
Oc1ccccc1C(=S)N1CCCCCC1	7.5	-0.7	8.4	-0.5	-6.8	14.9	-0.7	0.6	0.2
CN(C)c1ccc(/C=C2\SC(=S)N(Nc3ncc(C(F)(F)F)cc3Cl)C2=O)cc1	4.6	-112.9	-0.6	-45.4	-11.2	3.0	-3.7	-0.1	1.1
COc1ccc(NC(=O)NCCC2=CCCCC2)cc1	1.6	-2.1	20.1	0.7	-4.5	-32.2	1.9	1.9	1.1
CC(NC(=O)c1ccccc1)c1ccc(F)cc1 (stereo unspecified)	5.5	1.6	7.3	-1.0	-4.0	31.7	5.3	.	0.7
CCc1ccccc1NC(=O)CCc1nc(-c2ccc(C)cc2)no1	9.1	0.0	1.0	-1.5	2.7	21.7	-1.0	0.2	0.2
O=C(O)c1ccccc1C(=O)NCC(O)c1ccccc1 (stereo unspecified)	10.1	3.6	11.2	0.4	-8.2	-4.1	2.5	0.7	0.0
Cc1c(C(=O)O)oc2c1C(O)CCC2 (stereo unspecified)	2.7	0.4	-0.3	-0.7	-6.9	8.4	-1.8	-0.2	1.5
COc1ccc(CCN=Cc2c(C)[nH]n(-c3ccc([N+](=O)[O-])cc3)c2=O)cc1OC	5.2	0.5	28.2	-7.2	-2.6	-65.0	-0.2	1.6	1.7
CCCCN(C)C(=O)c1nc2ccccn2c1CN1CCN(c2ccccn2)CC1	6.6	0.2	14.7	1.5	5.1	3.9	-0.5	-0.8	-0.1
Cn1nnnc1SCC(=O)NC(=O)c1cccc([N+](=O)[O-])c1	4.2	-0.5	16.3	-0.5	-1.9	21.7	2.3	1.3	1.2
Cc1cc(C(=O)Cn2nc(C(=O)O)c3ccccc3c2=O)c(C)n1C1CC1	5.7	-1.7	23.3	-1.5	-3.6	-1.9	-2.8	67.9	1.2
Cc1cc(/C=N/NC(N)=S)c(C)n1-c1ccc(Br)cc1	11.1	-5.0	-22.4	6.7	-4.8	-0.6	-10.1	-1.3	1.2
Cc1ccc(C2=C/C(=C/c3cccnc3)C(=O)O2)c(C)c1	6.2	-1.7	1.9	1.6	-8.0	-24.1	-1.0	0.5	0.4
O=C(c1cc(S(=O)(=O)N2CCOCC2)ccc1F)N1CCN(Cc2ccccc2)CC1	5.1	-0.1	0.3	1.3	-7.0	-3.6	1.8	0.9	0.0
CCCCNC(=S)Nc1cc([N+](=O)[O-])ccc1C	5.9	1.9	3.3	-3.7	-1.2	29.2	-2.2	0.6	0.1
O=C(CCC1CCCC1)Nc1ccc([N+](=O)[O-])cn1	6.0	0.1	3.4	-2.0	-1.9	-28.2	-0.1	0.3	0.8
Cc1ccc(-n2c(C(C)n3nc(C)c([N+](=O)[O-])c3C)n[nH]c2=S)cc1 (stereo unspecified)	12.0	9.1	5.9	8.6	-7.0	8.5	-1.5	0.1	0.8
N#CCCn1cc(C(=O)NCc2ccccc2)c(-c2cccs2)n1	2.4	3.3	-14.2	-1.0	-5.3	-9.1	0.1	0.3	0.3
CN(NC(=O)c1ccc(Cl)cc1)c1ncc(C(F)(F)F)cc1Cl	10.1	-1.6	3.8	-1.5	-3.4	-21.4	-0.2	0.9	0.8
CC(=O)Nc1ccc(Br)c2ccccc12	10.1	-2.8	1.0	1.7	-3.9	20.7	-0.8	0.3	1.0
COCCSc1ccccc1C(=O)N1CCCC(C)C1 (stereo unspecified)	14.1	0.2	21.5	-0.1	-2.5	17.4	-0.1	0.9	1.8
COc1ccc2nc(SCC(=O)Nc3ccccc3C)[nH]c2c1	7.5	1.4	0.2	-0.7	4.6	1.7	1.3	0.1	0.1
CCN(CC)c1ccc(/C=C2/C(=O)c3ccc(C(=O)O)cc3C2=O)cc1	11.0	-92.1	55.4*	-30.6	1.9	38.9	0.7	0.2	0.2

A draw from above in order of molar mass, descending:
SMILES	EP2 antag	Runt-SMMHC FRET	Hck Nef HTS	Runt-CBFb FRET	RBBP9 inh	EP2 modulator	TNF death inh	zVAD death inh	PERK inh
O=C(c1cc(S(=O)(=O)N2CCOCC2)ccc1F)N1CCN(Cc2ccccc2)CC1	5.1	-0.1	0.3	1.3	-7.0	-3.6	1.8	0.9	0.0
Cc1ccc(-n2c(C(C)n3nc(C)c([N+](=O)[O-])c3C)n[nH]c2=S)cc1 (stereo unspecified)	12.0	9.1	5.9	8.6	-7.0	8.5	-1.5	0.1	0.8
CCN(CC)c1ccc(/C=C2/C(=O)c3ccc(C(=O)O)cc3C2=O)cc1	11.0	-92.1	55.4*	-30.6	1.9	38.9	0.7	0.2	0.2

Remaining list, next part
SMILES	EP2 antag	Runt-SMMHC FRET	Hck Nef HTS	Runt-CBFb FRET	RBBP9 inh	EP2 modulator	TNF death inh	zVAD death inh	PERK inh
CNC(=O)C(=O)NCC1OCCCN1S(=O)(=O)c1cccs1 (stereo unspecified)	5.0	4.6	7.8	-0.5	-5.0	28.0	0.3	1.2	1.2
O=C(NC1CCCCC1)C(Cc1ccccc1)NS(=O)(=O)c1cccs1 (stereo unspecified)	11.5	-1.1	1.3	0.9	-3.3	23.1	-0.1	0.3	0.2
CCN(CC)C(=O)Cn1cc(/C=C(\C#N)C(=O)N2CCN(c3ccccc3)CC2)c2ccccc21	1.9	-0.3	2.9	-1.7	-5.5	14.0	-4.6	-0.1	-1.1
Cc1cc(NC(=O)COC(=O)c2ccc(S(=O)(=O)N3CCCc4ccccc43)cc2)no1	17.5	-3.9	-0.2	.	-7.1	-40.4	-15.3	-0.2	0.3
CCOC(=O)N1CCN(C(=O)CC(=O)Nc2ccc3nc4n(c(=O)c3c2)CCCCC4)CC1	8.6	-0.9	-1.3	1.7	-3.9	1.8	0.6	31.3	-0.1
S=c1nc(C23CC4CC(CC(C4)C2)C3)[nH][nH]1	5.5	8.3	-40.5	36.0	-7.1	-2.8	1.6	-0.4	1.1
COCCn1c(SCc2nc3sc(C(=O)OC)c(C)c3c(=O)[nH]2)nc2ccccc21	6.9	-16.9	6.0	-4.1	-7.0	7.1	-3.1	-0.3	0.1
CN(C)/C=N/NC(=O)c1ccccc1	-1.8	0.9	-10.1	0.7	3.5	20.9	0.0	1.9	0.2
COC(=O)c1cc(C(=O)OC)cc(N2C(=O)CC(NNC(=O)c3ccccc3Cl)C2=O)c1 (stereo unspecified)	11.9	5.4	4.9	-3.7	-0.1	17.4	1.0	0.6	1.1
O=C(Cn1c(=O)oc2cc(S(=O)(=O)N3CCOCC3)ccc21)N1CCc2ccccc2C1	10.8	0.4	1.2	2.0	-10.7	2.2	1.6	0.7	-0.4
O=C(O)c1ccc(N2C(=O)CC(N3C(=O)/C(=C/c4ccc(Cl)cc4)SC3=S)C2=O)cc1 (stereo unspecified)	18.8	-10.4	3.9	-7.2	-8.3	6.0	0.5	0.6	0.2
COc1ccc(S(=O)(=O)Nc2ccccn2)cc1C	1.7	-1.5	7.6	-0.1	-0.1	-3.4	0.5	4.6	-1.4
O=C(Nc1cnn(Cc2ccc(F)cc2)c1)C(c1ccccc1)c1ccccc1	6.5	-2.3	1.5	-2.2	-7.4	14.3	3.1	0.5	-0.9
COc1ccc(CNc2ccc(C(=O)O)cc2)cc1	5.9	-2.8	1.3	-2.3	-8.7	-9.2	0.0	0.1	1.4
O=[N+]([O-])c1ccc(/C=C/C2=NN(c3ccccc3)C(c3ccco3)C2)cc1 (stereo unspecified)	7.9	-237.6	-6.2	-33.6	-13.9	8.0	-1.5	-0.3	0.3
CCOC(=O)C1CCN(C(=S)Nc2ccc(Cl)cc2C)CC1	6.6	1.6	-0.5	0.5	-2.3	0.6	-0.5	-0.4	2.9
COc1ccc(CN=Cc2c(C(=O)O)[nH]c3ccccc23)cc1	5.7	2.1	-4.0	0.3	-2.9	-40.7	0.5	-0.1	2.3
Cc1ccc(/C=C/C(=O)OCC(=O)NC(C)C)o1	7.4	0.1	20.9	1.1	-2.6	20.1	0.2	2.3	0.2
CC(C)(C)c1ccc(C(=O)Oc2ccc3c(c2)OCC3=O)cc1	2.5	-0.9	-25.4	-1.8	-9.7	25.5	-9.2	0.3	0.3
c1ccc2c(c1)OCC(c1nnc3n1-c1ccccc1SC3)O2 (stereo unspecified)	19.5	2.9	8.6	-1.5	2.1	12.5	-0.5	0.5	0.9
O=C(NCCCN1CCOCC1)c1ccc(Br)cc1	13.4	-5.3	2.3	-4.2	-9.5	-14.3	1.1	1.3	0.0
CCCNCCC(c1ccco1)c1ccccc1OC (stereo unspecified)	-1.4	-3.9	0.0	-0.2	4.1	13.3	0.5	1.0	0.1
Cc1oc(-c2ccc(Cl)cc2)nc1CN1CCC(C(=O)NCc2cccs2)CC1	11.7	-2.1	0.3	0.8	-8.1	-4.3	-2.5	-0.1	-1.6
O=C(CN1C(=O)NC(Cc2ccccc2)(Cc2ccccc2)C1=O)NCC1CCCCC1	.	1.2	-2.3	-0.1	-2.5	-3.1	-0.6	-0.4	0.0
COC(=O)CSc1nnc(CNS(=O)(=O)c2ccc(Cl)cc2)n1C	9.7	3.7	5.8	1.7	-1.2	0.7	-0.5	0.5	0.3
CCc1ccc(C2CC(c3ccc(F)cc3)Nc3nc(N)nn32)cc1 (stereo unspecified)	7.2	-1.0	-5.8	-3.4	-4.9	15.5	-0.8	-0.1	-0.2
COc1ccc(N2CCN(CCNC(=O)c3ccc(NC(=O)C4CCCO4)cc3)CC2)cc1 (stereo unspecified)	8.0	-4.1	0.0	2.6	-9.3	-3.3	1.3	3.1	0.2
